Assay outcomes (PubChem BioAssay)
RmlCD inh 1536 = M. tuberculosis RmlC/RmlD inhibition | inhibition, % at 3.6 µM | AID 1533 | RmlC+RmlD coupled enzyme assay, percent inhibition; primary screen in compound mixtures | hit rate 0.03% among 160,000 | P9WH09+P9WH11; in the data active means inhibition mostly above about 34%, no sharp cut-off; further: some results filed as inactive read as strong as hits
Target sequence (P9WH09 whole entry, looked up): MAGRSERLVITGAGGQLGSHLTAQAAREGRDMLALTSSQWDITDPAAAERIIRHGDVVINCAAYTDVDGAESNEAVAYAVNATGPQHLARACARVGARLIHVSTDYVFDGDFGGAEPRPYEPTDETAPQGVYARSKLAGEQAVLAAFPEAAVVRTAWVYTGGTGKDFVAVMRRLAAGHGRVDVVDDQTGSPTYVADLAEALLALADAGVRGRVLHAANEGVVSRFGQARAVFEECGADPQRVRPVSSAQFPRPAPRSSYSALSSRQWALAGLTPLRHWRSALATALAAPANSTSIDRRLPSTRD
Target sequence (P9WH11 whole entry, looked up): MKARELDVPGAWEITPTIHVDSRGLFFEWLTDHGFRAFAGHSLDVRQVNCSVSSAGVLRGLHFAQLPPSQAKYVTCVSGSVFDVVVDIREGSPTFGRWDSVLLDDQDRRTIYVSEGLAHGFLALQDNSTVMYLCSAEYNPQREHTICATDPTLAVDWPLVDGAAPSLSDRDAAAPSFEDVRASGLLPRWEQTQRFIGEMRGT
GlmU inhibition = inhibition of mycobacterial GlmU enzyme – biochemical, glucosamine-1-phosphate acetyltransferase (AID 1376); M. tuberculosis GlmU acetyltransferase enzyme assay; higher % means a stronger effect; one-dose inhibition, %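 (tested at 30 µM in the primary screen)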; IC50 in µM for titrated hits; hit rate 0.25% among 220,000; in the data active means inhibition above about 13%;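 further: 0% = complete reaction with vehicle and 100% = reaction without substrate; strong numbers were not always called active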
* hit, by the source's call. An excerpt (hit frequency here may not be typical).

COc1nc(Nc2cccc(C(F)(F)F)c2)nc(OC)n1 was read as RmlCD inh 1536 6.0 and GlmU inhibition -1.4%.
For COc1cc2c3nnc(-c4ccc(F)cc4)c-3cn(Cc3ccc(C)cc3)c2cc1OC the results were RmlCD inh 1536 7.7 and GlmU inhibition -7.4%.
Screening CC(C)(C)N(Cc1ccccc1)C(=O)c1ccc(Cl)cc1[N+](=O)[O-] returned RmlCD inh 1536 11.8 and GlmU inhibition 0.1%.
For CCOC(=O)Cc1nnc(Nc2cc(C)ccc2C)c2ccccc12 the results were RmlCD inh 1536 3.6 and GlmU inhibition 6.3%.
Screening Cc1ccc(C(=O)Nc2cccc(C(=O)NCc3ccco3)c2)cc1 returned RmlCD inh 1536 11.6 and GlmU inhibition 1.1%.
Screening O=C(CSc1cccc2cccnc12)N/N=C/c1ccc(F)cc1 returned RmlCD inh 1536 0.9 and GlmU inhibition 0.5%.
O=C(COC(=O)c1ccc(S(=O)(=O)Nc2ccccc2)cc1)NCCN1C(=O)CSC1=O was read as RmlCD inh 1536 11.6 and GlmU inhibition 2.7%.
`COc1cc2c(cc1NC(=O)c1cccc([N+](=O)[O-])c1)oc1ccccc12` gave GlmU inhibition 0.2%.
CC(=O)NC(C(=O)c1ccccc1)C(=O)c1ccccc1 was read as GlmU inhibition 6.5%.
`O=c1cc[nH]c2cc(Cl)ccc12` gave GlmU inhibition 0.9%.
`COc1ccc(C2/C(=C(/O)c3ccccc3)C(=O)C(=O)N2c2ncccn2)cc1OC` (centres undefined) gave GlmU inhibition 2.6%.
COc1ccc(Cl)cc1NC(=O)C/C(C)=N/NC(=O)Cc1ccccc1 was read as RmlCD inh 1536 -4.6 and GlmU inhibition 5.6%.
`CC1=C(C(=O)Nc2ccccc2)C(c2sccc2C)n2nnnc2N1` (centres undefined) gave RmlCD inh 1536 9.3.
`O=C(CN(C(=O)c1ccc(Cl)cc1)C1CCCCC1)Nc1ccc(Cl)c([N+](=O)[O-])c1` gave GlmU inhibition -5.0%.
Cc1cc(C)n(C(=O)c2ccc(S(=O)(=O)N3CCOCC3)cc2)n1 was read as GlmU inhibition 5.6%.

3 entries drawn at random from the list so far, as already listed:
`O=c1cc[nH]c2cc(Cl)ccc12` gave GlmU inhibition 0.9%.
O=C(COC(=O)c1ccc(S(=O)(=O)Nc2ccccc2)cc1)NCCN1C(=O)CSC1=O was read as RmlCD inh 1536 11.6 and GlmU inhibition 2.7%.
`COc1ccc(C2/C(=C(/O)c3ccccc3)C(=O)C(=O)N2c2ncccn2)cc1OC` (centres undefined) gave GlmU inhibition 2.6%.

Additional entries:
Cc1onc(-c2ccccc2)c1C(=O)N/N=C/c1cc(Br)c(Br)o1 was read as RmlCD inh 1536 7.2 and GlmU inhibition 6.3%.
Screening Cc1cc(C)nc(NS(=O)(=O)c2ccc(N3C(=O)C4C5C=CC(C5)C4C3=O)cc2)n1 (centres undefined) returned RmlCD inh 1536 -13.9 and GlmU inhibition 2.1%.
For COc1cc2c(cc1OC)C(c1cccs1)NCC2 (centres undefined) the results were RmlCD inh 1536 15.4 and GlmU inhibition -5.4%.
For Cc1ccc(NC(=O)Cn2nc(C)c(S(=O)(=O)N(C)C)c2C)cc1 the results were RmlCD inh 1536 5.6 and GlmU inhibition -5.8%.
Cc1[nH]c2ccccc2c1C(=O)/C=C/c1ccccc1Cl was read as RmlCD inh 1536 1.7 and GlmU inhibition 1.7%.
For N/C(=N\c1nc2c(c(=O)[nH]1)CCCC2)Nc1ccccc1 the results were GlmU inhibition 19.6%.
For Cc1ccccc1C(=O)NC1CCN(Cc2nnnn2Cc2ccc(F)cc2)CC1 the results were RmlCD inh 1536 11.9 and GlmU inhibition -4.4%.
For CC1(C)CC(=O)C=C(Nc2cc(-c3ccccc3)[nH]n2)C1 the results were RmlCD inh 1536 4.4.
`O=C1CC(c2ccco2)CC(O)=C1C=NCCN1CCN(C(=S)Nc2ccccc2)CC1` (centres undefined) gave RmlCD inh 1536 -7.4 and GlmU inhibition 2.6%.
For Cc1cc(C)cc(OCc2nnc(SCC(=O)Nc3ccccc3)o2)c1 the results were RmlCD inh 1536 1.7 and GlmU inhibition 8.9%.
CC(C)OP(=O)(OC(C)C)C(O)c1cccnc1 (centres undefined) was read as RmlCD inh 1536 -28.6 and GlmU inhibition 6.5%.
`CCCCC(=O)c1ccc(O)cc1O` gave GlmU inhibition -3.8%.
S=C(NCCCN1CCOCC1)Nc1ccc(Cl)cc1Cl was read as RmlCD inh 1536 -6.7 and GlmU inhibition 0.6%.
`O=C(N/N=C/c1ccc(N2CCOCC2)cc1)C1CC1` gave RmlCD inh 1536 47.1 and GlmU inhibition -2.4%.
Screening CCc1cc2c(=O)c(-c3cnn(-c4ccccc4)c3)coc2c(CN2CCOCC2)c1O returned RmlCD inh 1536 2.3 and GlmU inhibition 2.9%.
For Cc1nn(Cc2ccccc2)c(Cl)c1C(=O)OCC(=O)NCC1CCCO1 (centres undefined) the results were GlmU inhibition -4.2%.
`COc1ccc(C(Nc2ccccn2)c2oc(CO)cc(=O)c2O)cc1` (centres undefined) gave GlmU inhibition 2.7%.
O=C(O)/C=C\C(=O)N1CCc2ccccc21 was read as RmlCD inh 1536 10.0 and GlmU inhibition 4.7%.
NS(=O)(=O)c1ccc(CCNC(=O)/C=C/c2ccc([N+](=O)[O-])cc2)cc1 was read as RmlCD inh 1536 106.9 and GlmU inhibition -5.9%.
Screening O=C(Nc1ccn(-c2ccccc2)n1)c1ccc(Cl)cc1 returned GlmU inhibition 1.6%.
For O=C(CCSc1ccc(Cl)cc1)Nc1cccnc1 the results were RmlCD inh 1536 -8.2 and GlmU inhibition 0.0%.
For CCOC(=O)CSc1nnc(NC(=O)c2cccc([N+](=O)[O-])c2)s1 the results were RmlCD inh 1536 5.4 and GlmU inhibition -0.1%.
CCOC(=O)c1c(-c2ccccc2)csc1NC(=O)C(C)NCCCN1CCOCC1 (centres undefined) was read as RmlCD inh 1536 7.2 and GlmU inhibition -0.7%.
For CCN(CC)c1ccc(C2CC(=O)NC3=C2C(=O)CC(C)(C)C3)cc1 (centres undefined) the results were GlmU inhibition -3.7%.
For O=C(NCc1cccs1)c1ccc2ccccc2n1 the results were RmlCD inh 1536 0.3 and GlmU inhibition -3.1%.
For CCCn1c(=O)[nH]c(=O)c2c1nc(-c1ccccc1)n2CCN1CCOCC1 the results were GlmU inhibition 2.2%.
For C=CCN=C(NC#N)SCC(=O)c1cccc(OC)c1 the results were RmlCD inh 1536 -3.2 and GlmU inhibition 7.8%.
`O=C(O)C1C2C=CC(O2)C1C(=O)Nc1ccccc1C(F)(F)F` (centres undefined) gave RmlCD inh 1536 -7.0 and GlmU inhibition 0.1%.
Screening O=C1CSC(c2ccccc2)N1c1nc(-c2ccc(Cl)cc2Cl)cs1 (centres undefined) returned RmlCD inh 1536 97.9 and GlmU inhibition -1.4%.
Screening N#Cc1c(N2CCCCC2)nc(N)c2c(N)nc(SCC(=O)O)cc12 returned RmlCD inh 1536 -2.9 and GlmU inhibition 13.1%*.

Compounds shown so far containing fluorine (5):
COc1nc(Nc2cccc(C(F)(F)F)c2)nc(OC)n1 was read as RmlCD inh 1536 6.0 and GlmU inhibition -1.4%.
For COc1cc2c3nnc(-c4ccc(F)cc4)c-3cn(Cc3ccc(C)cc3)c2cc1OC the results were RmlCD inh 1536 7.7 and GlmU inhibition -7.4%.
Screening O=C(CSc1cccc2cccnc12)N/N=C/c1ccc(F)cc1 returned RmlCD inh 1536 0.9 and GlmU inhibition 0.5%.
For Cc1ccccc1C(=O)NC1CCN(Cc2nnnn2Cc2ccc(F)cc2)CC1 the results were RmlCD inh 1536 11.9 and GlmU inhibition -4.4%.
`O=C(O)C1C2C=CC(O2)C1C(=O)Nc1ccccc1C(F)(F)F` (centres undefined) gave RmlCD inh 1536 -7.0 and GlmU inhibition 0.1%.

More entries follow.
Screening CN(c1ccccc1C(=O)Nc1ccc(S(=O)(=O)N2CCCC2)cc1)S(C)(=O)=O returned RmlCD inh 1536 9.5 and GlmU inhibition 3.5%.
Cc1noc(/C=C/NCc2cccnc2)c1S(=O)(=O)N(C)CC(=O)N1CCc2ccccc21 was read as RmlCD inh 1536 8.0 and GlmU inhibition 1.1%.
For COc1ccc(-c2csc3nc(-c4ccccc4OC)oc(=O)c23)cc1 the results were RmlCD inh 1536 10.4 and GlmU inhibition -1.8%.
`O=C(c1cccs1)N1CCN=C1SCc1cccnc1` gave RmlCD inh 1536 -9.8 and GlmU inhibition -7.0%.
Screening COC(=O)c1nnn(-c2nc(N3CCOCC3)nc(N3CCOCC3)n2)c1C returned GlmU inhibition 0.1%.
For O=C(CSc1ccccn1)N1CCN(C(=O)CSc2ccccn2)CC1 the results were GlmU inhibition 0.2%.
Screening O=C(COC(=O)c1ccc(S(=O)(=O)N2CCOCC2)cc1)NC1CCCCCC1 returned GlmU inhibition 1.3%.
Cc1cnc(NC(=O)CN(C)S(=O)(=O)c2ccc(Cl)cc2)s1 was read as GlmU inhibition 5.8%.
For CSc1ncccc1C(=O)Nc1nc2ccc(Oc3ccccc3)cc2s1 the results were RmlCD inh 1536 -15.8 and GlmU inhibition -0.5%.
For COc1ccc2c(=O)cc(C(F)(F)C(F)(F)F)oc2c1 the results were GlmU inhibition 8.6%.
`COc1cc2c(cc1OC)CN(Cc1nc3ccsc3c(=O)[nH]1)CC2` gave RmlCD inh 1536 -4.1 and GlmU inhibition 5.4%.
`Cc1cccc(NCc2ccccc2O)c1` gave GlmU inhibition 1.7%.
`CS(=O)(=O)N(CC(=O)N1CCCCCC1)c1ccccc1` gave RmlCD inh 1536 -4.4 and GlmU inhibition -4.2%.
Screening CN(C)CCCNC(=O)c1cc2sc3ccccc3c2s1 returned RmlCD inh 1536 6.9 and GlmU inhibition 4.1%.
Screening CCN1CCN(C(=O)N[C@@H](C(=O)N[C@@H]2C(=O)N3[C@@H]2SC(C)(C)[C@@H]3C(=O)O)c2ccccc2)C(=O)C1=O returned GlmU inhibition 1.7%.
Screening CC(C)(C)OC(=O)NCCCC[C@H](NC(=O)c1nc[nH]c1C(=O)NC(c1ccccc1)c1ccccc1)C(=O)OC(C)(C)C returned GlmU inhibition 0.5%.
Screening CCN(CC)S(=O)(=O)c1ccc(-c2nnc(SCC(N)=O)n2CC)cc1 returned RmlCD inh 1536 12.9 and GlmU inhibition -6.4%.
For Cc1ccc(Cn2c(C(=O)O)cc3sccc32)cc1 the results were GlmU inhibition 1.6%.
O=C(Nc1cc(C(F)(F)F)ccc1N1CCOCC1)c1cn2ccccc2n1 was read as RmlCD inh 1536 -1.1 and GlmU inhibition 2.3%.
Screening O=C(Nc1ccc(F)c(Cl)c1)Nc1ccc(Cl)cn1 returned RmlCD inh 1536 -16.9 and GlmU inhibition 1.1%.
`CC(=O)Nc1sc(N/N=C/c2ccccc2F)nc1-c1ccc(C)cc1` gave RmlCD inh 1536 -12.2 and GlmU inhibition 3.4%.
`COc1ccc(C2CC(c3cccs3)n3nc(N)nc3N2)cc1` (centres undefined) gave RmlCD inh 1536 -1.8 and GlmU inhibition 1.6%.
For CC1CCCCC12NC(=O)N(CC(=O)NC(=O)NCc1ccco1)C2=O (centres undefined) the results were RmlCD inh 1536 -10.4 and GlmU inhibition 2.7%.
`COc1ccc(CN2[C@@H](CC(=O)O)c3ccc(C(F)(F)F)cc3S2(=O)=O)cc1` gave GlmU inhibition -4.0%.
NC(=O)Nc1ccccc1C(=O)N1CCC(O)(c2ccc(Cl)cc2)CC1 was read as GlmU inhibition -0.2%.
Screening CC(=O)N1CCC(N(C(=O)Nc2ccc(Cl)cc2)C(C)C)CC1 returned RmlCD inh 1536 -8.1 and GlmU inhibition -0.9%.
Screening O=C(CC1C(=O)NCCN1C(=O)Nc1ccc(F)cc1)Nc1ccc(F)cc1 (centres undefined) returned RmlCD inh 1536 3.8 and GlmU inhibition 3.7%.
For O=S(=O)(NCCNc1ncc(C(F)(F)F)cc1Cl)C(F)(F)F the results were RmlCD inh 1536 5.2 and GlmU inhibition 0.8%.
Screening Cc1[nH]c2ccccc2c1C(=O)COc1ccccc1 returned RmlCD inh 1536 4.4 and GlmU inhibition 4.5%.
`COc1ccccc1OCCCn1cc(C=O)c2ccccc21` gave RmlCD inh 1536 -2.9 and GlmU inhibition -6.3%.
`CC(=O)c1c(C)nn(CCC(=O)O)c1C` gave RmlCD inh 1536 3.6 and GlmU inhibition 1.0%.
Screening CCc1ccccc1-n1c(SCC(=O)NC)nnc1-c1cccnc1 returned GlmU inhibition -2.3%.
Screening Cc1cc(-c2nnc(CCC(=O)NC(Cc3ccccc3)c3ccccc3)o2)no1 (centres undefined) returned RmlCD inh 1536 -9.6 and GlmU inhibition -3.0%.
For O=S(=O)(NCc1ccc(Cl)cc1)NCc1ccccc1F the results were RmlCD inh 1536 -10.0.
`CC(=O)Nc1ccc(-c2nnc(SCC(=O)n3c4c(c5ccccc53)CCCC4)n2C)cc1` gave GlmU inhibition 3.1%.
CCc1ccc(C(=O)Nc2cccnc2Oc2ccc(Cl)cc2)cc1 was read as GlmU inhibition -2.8%.
For CC(C)c1nnc(NC(=O)CCC(=O)N2CCN(c3ccccn3)CC2)s1 the results were RmlCD inh 1536 4.1 and GlmU inhibition 7.8%.
For O=C(COc1ccc(Cl)cc1)OCc1csc(Nc2ccccc2)n1 the results were RmlCD inh 1536 -12.8 and GlmU inhibition -2.4%.
`CN(C)CCCNC(=O)c1ccc(-c2ccccc2)cc1` gave RmlCD inh 1536 0.6 and GlmU inhibition -0.5%.
COc1ccc(/C=C/C(=O)N(C)Cc2cccs2)cc1S(=O)(=O)N1CCOCC1 was read as RmlCD inh 1536 4.7 and GlmU inhibition -1.2%.
`COc1ccc(-c2ncc3ccccn23)cc1OC` gave RmlCD inh 1536 46.6 and GlmU inhibition 24.6%.
Screening O=S(=O)(c1cccs1)N1CCC(CO)(Cc2cccc(F)c2)CC1 returned RmlCD inh 1536 -40.8 and GlmU inhibition 2.4%.
